Screening data deposited in PubChem BioAssay by several laboratories.
Kir21 inh: blocks the mouse Kir2.1 inward-rectifier potassium channel. P35561. HEK293-Kir2.1, FluxOR thallium flux fluorescence; hits give low values. B-score at 10 µM. 310,000 tested, 0.85% active. AID 1672;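 active = fluorescence ratio B-score at or below minus 3 SD of library scores, with starting-brightness B-score within 2 SD, cut at about -4.2 in these data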;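 note: channel flux triggered by added potassium and thallium sulfate stimulus; B-score of peak minus minimum fluorescence over baseline after thallium stimulus; more negative B-score means stronger Kir2.1 block with less thallium influx; some compounds called inactive have numbers as strong as hits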
Target sequence (P35561 whole entry, looked up): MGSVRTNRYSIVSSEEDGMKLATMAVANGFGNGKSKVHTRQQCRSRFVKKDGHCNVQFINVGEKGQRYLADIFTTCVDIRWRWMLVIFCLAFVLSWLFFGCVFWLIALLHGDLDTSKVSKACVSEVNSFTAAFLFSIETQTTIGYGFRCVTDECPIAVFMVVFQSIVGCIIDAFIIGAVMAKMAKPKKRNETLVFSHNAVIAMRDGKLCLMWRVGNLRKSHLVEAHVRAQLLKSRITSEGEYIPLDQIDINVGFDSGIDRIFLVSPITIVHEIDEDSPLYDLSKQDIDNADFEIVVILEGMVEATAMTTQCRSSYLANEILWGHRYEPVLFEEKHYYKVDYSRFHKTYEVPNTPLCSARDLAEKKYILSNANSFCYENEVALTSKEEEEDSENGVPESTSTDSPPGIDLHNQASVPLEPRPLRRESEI
KCNQ2 block: KCNQ2 potassium channel inhibitors, primary screen, cell-based, CHO-K1, FluxOR thallium flux, B-score (AID 2156) | 20 min; hits give low values | B-score at 10 µM | 310,000 tested, 1.1% active;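 active = fluorescence ratio B-score at most minus 3 library SDs, with starting brightness B-score within 2 library SDs, cut at about -5.5 in these data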
STK33 inh: blocks human STK33 kinase activity; Q9BYT3; purified STK33, MBP phosphorylation, ADP-Glo luminescence; inhibition, % at 10 µM; 320,000 tested, 0.073% active; AID 2661;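 active = inhibition at or above 25%, using the most active replicate where run in duplicate; inactive = inhibition below 25%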
Target sequence (Q9BYT3 whole entry, looked up): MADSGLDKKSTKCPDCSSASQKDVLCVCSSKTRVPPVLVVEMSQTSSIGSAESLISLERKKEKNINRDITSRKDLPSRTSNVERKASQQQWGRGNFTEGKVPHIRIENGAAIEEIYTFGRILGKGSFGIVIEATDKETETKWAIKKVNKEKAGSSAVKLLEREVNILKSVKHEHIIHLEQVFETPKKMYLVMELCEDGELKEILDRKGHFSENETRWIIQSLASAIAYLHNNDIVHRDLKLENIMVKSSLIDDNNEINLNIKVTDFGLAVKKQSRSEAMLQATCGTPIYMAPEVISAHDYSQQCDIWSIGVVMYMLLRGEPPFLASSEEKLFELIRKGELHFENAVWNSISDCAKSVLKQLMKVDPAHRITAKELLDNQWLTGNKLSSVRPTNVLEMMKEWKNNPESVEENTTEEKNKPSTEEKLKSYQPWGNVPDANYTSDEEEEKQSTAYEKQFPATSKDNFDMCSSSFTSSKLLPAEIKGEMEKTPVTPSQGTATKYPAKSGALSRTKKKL
An asterisk follows results filed as active; i = inactive; nt = not tested or not shown.

SMILES	Kir21 inh	KCNQ2 block	STK33 inh
COc1ccc(S(=O)(=O)NCC2CCCO2)cc1NC(=O)c1ccccc1 (configuration not stated)	2.6	i	-0.7
O=C(Nc1ccc(N2CCOCC2)cc1)c1ccc(S(=O)(=O)N2CCCCC2)cc1	-0.25	i	7.8
CCc1noc(C)c1C(=O)NCCc1ccc(OC)c(OC)c1	-0.27	i	-0.7
O=C(NCCc1ccc(Cl)cc1)C1CCN(C(=O)c2ccc(F)cc2)CC1	2.5	i	0.1
COc1ccc(-c2cc3cccc(OC)c3oc2=O)cc1	0	i	-2.0
C=CCOC(=O)C1=C(C)NC(SCC(=O)Nc2nccs2)=C(C#N)C1c1cccs1 (configuration not stated)	-0.42	i	-0.8
COc1ccc(C2c3ccc(O)cc3Oc3ncn(Cc4ccccc4)c(=N)c32)cc1OC (configuration not stated)	0.27	i	1.4
COC(=O)c1cc(-c2ccc3c(c2)OCO3)nc2ccccc12	1	i	-0.2
CN(C)CCOC(=O)c1sc2ccccc2c1Cl	0.5	i	-0.5
O=C(Oc1ccc(N(Cc2cccs2)C2=NS(=O)(=O)c3ccccc32)cc1)c1ccc(Cl)cc1	-1.1	i	-0.9
COc1cc(CCC(=O)OCC(=O)Nc2ccc(C)cc2Br)cc(OC)c1OC	0.04	i	-2.1
Cc1cc([N+](=O)[O-])ccc1NC(=O)C(C)NC1CCCCC1 (configuration not stated)	0.32	i	-0.8
O=C(NCCc1ccccc1)c1ccc2c(=O)[nH]c3c(C(=O)NCC4CCCO4)sc(=S)n3c2c1 (configuration not stated)	0.28	i	1.3
O=S(=O)(NC(=S)c1ccccc1)c1ccc(F)cc1	0.68	i	-1.3
Cc1c(C(=O)c2ccc(Cl)c([N+](=O)[O-])c2)c2ccccn2c1CCC#N	2.6	i	-2.0
CCOC(=O)C(NC(=O)CCl)(Nc1sc(C)c(CC)c1C#N)C(F)(F)F (configuration not stated)	-1.1	i	-1.1
CCCCNC(=O)Cn1cnc2sc(C(=O)OCC)c(C)c2c1=O	1.4	i	-0.5
CCc1noc(C)c1C(=O)N1CCC(CCC(=O)Nc2cccc(OC)c2)CC1	0	i	2.9
CC(=O)c1c(C(C)=O)c(C)n(-c2nc(-c3ccc(Br)cc3)c(C)s2)c1C	-0.05	i	-2.1
CCCN(C(=O)CSc1n[nH]c(-c2ccc(OC)cc2)n1)c1c(N)n(Cc2ccccc2)c(=O)[nH]c1=O	0.42	i	-0.1

5 entries picked at random from those above, as already listed:
SMILES	Kir21 inh	KCNQ2 block	STK33 inh
CN(C)CCOC(=O)c1sc2ccccc2c1Cl	0.5	i	-0.5
O=C(Nc1ccc(N2CCOCC2)cc1)c1ccc(S(=O)(=O)N2CCCCC2)cc1	-0.25	i	7.8
CCCN(C(=O)CSc1n[nH]c(-c2ccc(OC)cc2)n1)c1c(N)n(Cc2ccccc2)c(=O)[nH]c1=O	0.42	i	-0.1
COc1ccc(-c2cc3cccc(OC)c3oc2=O)cc1	0	i	-2.0
COC(=O)c1cc(-c2ccc3c(c2)OCO3)nc2ccccc12	1	i	-0.2

The list continues:
SMILES	Kir21 inh	KCNQ2 block	STK33 inh
N#Cc1c(-c2ccccc2)cc(-c2ccccc2)nc1SCC(=O)O	0.38	i	-4.8
O=C(c1ccc(Cn2cc(Cl)cn2)o1)N1CCN(Cc2ccc3c(c2)OCO3)CC1	0.19	i	-2.0
COc1ccccc1CCC(=O)NC1CCCN(c2ccc(C(F)(F)F)cn2)C1 (configuration not stated)	-0.13	i	0.0
COc1ccc(C=O)cc1COc1c(F)c(F)cc(F)c1F	0.54	i	1.8
Cc1ccnc(NC(=O)CCC(=O)c2cc(C)sc2C)c1	1.6	i	-1.2
CCCC(=O)Nc1nc2ccc(C(=O)OCC)cc2s1	-1	i	0.4
COc1ccc(CC(=O)Nc2ccc(C(=O)NC(C)(C)C)cc2)cc1	-0.05	i	nt
COc1ccc(S(=O)(=O)N(CC(=O)NCc2ccccn2)Cc2ccccc2)cc1	-0.46	i	-1.5
N/C(=N\OC(=O)COc1ccc2ccccc2c1Br)c1ccncc1	-0.1	i	-0.2
CC1(C)NC(=O)N(CN2C(=O)NC(C)(C)C2=O)C1=O	-0.52	i	-1.7
O=c1c(-c2ccc(O)cc2)coc2cc(OC3OC(CO)C(O)C(O)C3O)cc(O)c12 (configuration not stated)	1.6	i	0.6
COC(=O)NCc1cc2cc(Cl)ccc2[nH]1	0.07	i	-1.2
CN1C[C@@H]2C[C@@H](c3ccc(C#CC(C)(C)O)s3)N3CCC[C@@]23C1=O	0.03	i	-0.9
Nc1nnc(CC(=O)Nc2ccccc2)s1	-0.81	i	-1.1
O=C(c1cccc(F)c1)N1CCN(C2CCCCC2)CC1	-1.2	i	-1.1
O=C(N/N=C/c1ccccc1Cl)c1n[nH]c2c1CCCC2	-0.33	i	1.0
Cc1ccc(S(=O)(=O)n2nc(OC(=O)c3cccs3)cc2N)cc1	1.3	i	-3.2
Cc1ccc(C2(c3noc(CN4CCC(c5ccncc5)CC4)n3)CCCC2)cc1	0	i	-2.3
CC(C)Cc1ccc(CN2CCCC(NC(=O)Cn3cnnn3)C2)cc1 (configuration not stated)	-0.08	i	-0.8
COc1ccc(-c2csc(Nc3ccc(S(=O)(=O)Nc4cc(C)on4)cc3)n2)cc1	0.75	i	1.0
COCC(C)NC(=O)c1ccc(CN2CCc3ccccc3C2)cc1 (configuration not stated)	-0.23	i	0.2
O=C(Nc1ccn(Cc2ccccc2)n1)c1ccc2c(c1)OCO2	0.38	i	-0.7
N#CCCCCN1c2cccc3cccc(c23)S1(=O)=O	0.63	i	1.9
COc1cccc(NC(=O)[C@@H]2CCCN2C(=O)C2CCN(S(=O)(=O)c3ccc(C)cc3)CC2)c1	0.01	i	-2.3
CCc1ccc(NC(=O)N2CCc3ccccc3C2)cc1	0.91	i	0.6
O=C(O)Cc1ccc(C(=O)c2ccc(F)cc2)s1	-0.55	i	0.4
CCCn1cnc2cc(NC(=O)c3ccco3)ccc21	-0.33	i	-0.5
CCCOC(=O)C1=C(C)NC(=O)NC1c1cccc2ccccc12 (configuration not stated)	0.7	i	-0.8
O=C1NCCN(Cc2ccc(Cl)c(F)c2)C1CC(=O)N1CCCO1 (configuration not stated)	0.66	i	-1.1
COc1ccc(-c2cc(-c3ccc(OC)cc3)c(C#N)c(SC)n2)cc1	-1.6	i	-0.7
COc1ccc(CN(C)CC(=O)Nc2ccc(N3CCOCC3)cc2)cc1OC	-0.26	i	-0.8
COc1ccccc1CSc1nc2c(c(=O)n(C)c(=O)n2C)n1C	-0.97	i	nt
COc1ccc(S(=O)(=O)N2CCOCC2)cc1NC(=O)c1ccc2c(c1)OCCO2	2	i	0.3
CC(C)C(=O)Nc1ccc2c(c1)oc1ccccc12	0.71	i	-0.1
C=CCn1c(SCC#N)nc2ccccc2c1=O	0.83	i	1.1
O=C(Nc1ccc2c(c1)C(=O)OC2)c1ccc(Cl)cc1Cl	-0.9	i	1.1
CCN(CC)C(=O)c1ccc(NS(=O)(=O)c2ccc(/C=C/C(=O)O)cc2)cc1	-1.1	i	-1.0
CCOc1ccc(NC(=S)N2CCC(c3ccc(C)cc3)C2)cc1 (configuration not stated)	-1.3	i	-0.2
CC(=O)c1sc(-c2ccccc2)cc1NS(=O)(=O)c1ccc(C)cc1	0.02	i	-2.0
CC(CN1CCN(C)CC1)OC(=O)c1ccc(F)cc1 (configuration not stated)	-0.95	i	-1.8
Cc1oc2cc3oc(=O)c4c(c3cc2c1C)CCC4	-0.02	i	0.0
Cc1cc(C)n2nc(CNS(=O)(=O)c3ccc(F)c(C)c3)nc2n1	1.5	i	0.0
COC(=O)c1cc(C(=O)Nc2ccc(S(=O)(=O)NC(C)(C)C)cc2)cc([N+](=O)[O-])c1	0.38	i	-1.2
CC(C)(C)c1ccc(-c2noc(CNC(=O)c3ccco3)n2)cc1	0.67	i	-2.9
C=CCn1c(COc2ccc(Cl)cc2)nnc1SCC(=O)N/N=C/c1cccc(O)c1	1.1	i	-1.3
Cn1c(N)c(C(=O)COC(=O)Cc2ccsc2)c(=O)n(C)c1=O	-0.14	i	-0.2
CC(=O)N1CCOc2ccc(S(=O)(=O)N3CCC(C(=O)NCc4ccc(F)cc4)CC3)cc21	0.38	i	-1.1
CCOc1ccccc1C1C(C(=O)Nc2ccccc2OC)=C(C)Nc2nnnn21 (configuration not stated)	0.98	i	-0.8
COc1ccc(-c2nnc(SCC(=O)N3CCc4ccccc4C3)o2)cc1	-1.6	i	0.0
Cc1ccc(-c2noc(CCC(=O)NC3CCCC3)n2)cc1	-2.9	i	-0.3
Nc1ncccc1OCc1ccc(Br)cc1	0.75	i	nt
CCCCC(=O)NC(c1ccc(N(C)C)cc1)c1ccc2cccnc2c1O (configuration not stated)	0.27	i	-2.4
O=C(COc1ccc(S(=O)(=O)NC2CCCCC2)cc1)NCc1ccccn1	-0.85	i	-0.8
CN1C(=O)NC(c2ccccc2)C2=C1CN(c1ccc3ccccc3c1)C2=O (configuration not stated)	1.9	i	-0.9
CCn1cc(C2=NOC(C(=O)Nc3ccc4c(c3)OCO4)C2)c(C)n1 (configuration not stated)	0.97	i	0.5
O=C(CC1Sc2ncnn2C1=O)Nc1ccccc1 (configuration not stated)	-1.1	i	-1.8
Cc1c(Cl)cccc1NC(=S)NNc1ncc(C(F)(F)F)cc1Cl	-1	i	-0.7
O=C(Nc1ccc2ccccc2c1)c1onc2c1CCCC2	-0.17	i	-0.2
CC1CCc2c(sc(NC(=O)CCCn3cnc([N+](=O)[O-])n3)c2C(N)=O)C1 (configuration not stated)	1.5	i	1.4
C/C(=N\N=C(/N)c1nonc1N)c1ccc2c(c1)OCO2	0.36	i	2.6

Profiles, looked up by structure. Order of screens: Kir21 inh	KCNQ2 block	STK33 inh
O=C(COc1ccc(S(=O)(=O)NC2CCCCC2)cc1)NCc1ccccn1 reads -0.85	i	-0.8
COc1ccc(-c2nnc(SCC(=O)N3CCc4ccccc4C3)o2)cc1 reads -1.6	i	0.0
Cn1c(N)c(C(=O)COC(=O)Cc2ccsc2)c(=O)n(C)c1=O reads -0.14	i	-0.2
O=C(Nc1ccc2ccccc2c1)c1onc2c1CCCC2 reads -0.17	i	-0.2
O=C(CC1Sc2ncnn2C1=O)Nc1ccccc1 (configuration not stated) reads -1.1	i	-1.8

Other entries:
SMILES	Kir21 inh	KCNQ2 block	STK33 inh
COc1ccc(-c2cc(C(=O)N3CCN(c4ccccc4)CC3)no2)cc1	0.42	i	0.3
CC(=O)c1c(C)[nH]c(C(=O)OCC(=O)Nc2cc(Cl)ccc2[N+](=O)[O-])c1C	-0.17	i	-0.4
COCCN(Cc1ccccc1)C(=O)c1ccc2c(=O)n3c(nc2c1)CCC3	1.3	i	-0.6
CCCCCC(=O)Nc1ccc(C(=O)COC(=O)Cn2cnc3c2c(=O)n(C)c(=O)n3C)cc1	1	i	-0.2
CC1=CC2=NC(=O)/C(=C\c3cccn3CCOc3ccccc3)C(=N)N2O1	1.5	i	-2.4
Cc1ccc(OCC(=O)Nc2nnc(S(=O)(=O)N3CCC(C)CC3)s2)cc1	1.2	i	-1.0
CCOC(=O)c1c(O)c2ccccc2n(-c2ccccc2)c1=O	-1.2	i	-1.0
C=CCn1c(SCC(=O)N(CCOC)c2c(N)n(CC(C)C)c(=O)[nH]c2=O)nc2ccccc21	0.03	i	-0.6
CC(C)NC(=O)c1ccccc1NC(=O)/C=C/c1ccc([N+](=O)[O-])cc1	-0.71	i	-1.1
CCCNS(=O)(=O)c1cc(Cl)ccc1OC	-0.48	i	0.3
COc1ccc(CCN(C)C2CCCN(S(=O)(=O)N(C)C)C2)cc1OC (configuration not stated)	-0.07	i	-1.2
CCOC(=O)N1CCN(C(=O)CCCOc2ccccc2)CC1	0.28	i	-0.6
OCc1nc2ccccc2n1CC(O)Cn1ccc2ccccc21 (configuration not stated)	0.78	i	-1.0
Cc1cc(C)n(C(=O)CN(C)S(=O)(=O)c2ccc([N+](=O)[O-])cc2)n1	-1.2	i	1.6
COc1ccc(C(=O)Nc2ccc3c(c2)nc(CCNC(C)=O)n3C)cc1	0.11	i	0.3
COc1cc(NC(=O)CCC(=O)c2cccs2)cc(OC)c1	1.4	i	0.5
CC(=O)Nc1ccc(NC(=O)CN(c2cccc(C)c2)S(C)(=O)=O)cc1	-0.75	i	1.5
Cc1ccnc(NC(=O)C2CCN(S(=O)(=O)c3ccc(Cl)c(C(F)(F)F)c3)CC2)c1	0.24	i	-0.1
CCOC(=O)c1cc(-c2ccc([N+](=O)[O-])cc2)nc2c1c(=O)[nH]c(=O)n2Cc1ccccc1	0.22	i	-1.8
Cc1nn(C)cc1S(=O)(=O)N1CCN(Cc2cccc(Cl)c2)CC1	-0.23	i	-1.4
CC(NC(=S)Nc1ccccc1Cl)C(c1cccs1)N1CCCC1 (configuration not stated)	-0.68	i	-0.3
N#Cc1ccccc1Cn1c(=O)n(Cc2ccc(C(=O)NCc3ccco3)cc2)c(=O)c2sccc21	-1.1	i	-1.6
COC(=O)CNC(=O)Cn1nc(C)c([N+](=O)[O-])c1C	1	i	-1.3
CCN(CC)S(=O)(=O)c1ccc(Cl)c(C(=O)OC2CC(C)OC2=O)c1 (configuration not stated)	2.3	i	-1.0
O=C(NCCc1ccc(Cl)cc1)C1CCN(S(=O)(=O)c2ccc(Br)s2)CC1	0.16	i	-2.4
CCOC(=O)N1CCN(S(=O)(=O)c2ccc(C(=O)Nc3nc4ccc(F)cc4s3)cc2)CC1	0.61	i	0.2
CN1CCN(C(=O)/C(=C/c2cn(S(=O)(=O)N(C)C)c3ccccc23)NC(=O)c2ccccc2Cl)CC1	0.68	i	1.1
